Bioassay records deposited in PubChem by National Center for Advancing Translational Sciences (NCATS).
GoLoco inh red = blocks human Gai1 binding to RGS12 GoLoco peptide, red readout; P63096; Gai1:RGS12 GoLoco peptide FP, rhodamine, 10 min; Potency, µM (series often up to 61.6 µM), for the others: top-dose activity, negative = inhibition, most hits filed as inhibitors; 0.44% of 230,000 active; AID 880; active = well fitted inhibition curve with a large enough effect, not every such curve was filed as active; inactive = no such curve, though single readings can be large or run the other way; note: % is set by controls: 0 for no effect and ±100 for the full control effect; nearly all actives have a fitted effect of over 30% in size; many of its hits are not listed in these tables
Target sequence (P63096 whole entry, looked up): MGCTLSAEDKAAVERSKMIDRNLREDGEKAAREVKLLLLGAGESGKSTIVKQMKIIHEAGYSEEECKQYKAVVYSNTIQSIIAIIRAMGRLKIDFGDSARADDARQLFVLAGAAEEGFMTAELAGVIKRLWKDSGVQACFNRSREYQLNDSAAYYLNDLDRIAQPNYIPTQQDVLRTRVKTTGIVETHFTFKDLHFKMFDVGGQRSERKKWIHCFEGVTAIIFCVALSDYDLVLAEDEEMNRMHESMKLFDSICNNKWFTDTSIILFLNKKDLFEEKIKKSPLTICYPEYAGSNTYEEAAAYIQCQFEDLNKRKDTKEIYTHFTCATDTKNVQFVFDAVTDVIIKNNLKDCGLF
RECQ1 helicase = RECQ1 (human) helicase inhibition. 0.54% of 240,000 active. Potency, µM (series often up to 57.3 µM), without a hit: at the highest dose activity, negative = inhibition, actives largely listed as inhibitors. RECQ1 DNA unwinding, red fluorescence kinetic read. P46063;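 note: plate controls were vehicle for no effect and no enzyme for full effect; nearly all actives have a fitted effect of over 30% in size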
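RECQ1T1 50 nM; forked duplex (20 bp + 30-nt ss tails) 200 nM, ATP 2 mM final; pH 8.0, 2 mM MgCl2, 2.5 ug/ml poly(dI-dC); 15 min compound preincubation; discontinuous kinetic read over 2 h at RT.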
SMN2 splice up = increases expression of the SMN2 splice variant | 2.8% of 210,000 active | AID 1458 | Potency, µM (titrated, usually from 46.1 µM), for inactives: top-dose activity change, positive = activation, usual class: activators | HEK293 SMN2-luciferase splicing reporter, luminescence, 30-36 h; note: % of control where 0% means no effect; nearly all actives have a fitted effect of over 55% in size
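HEK293 cells carry an SMN2 minigene-luciferase reporter in which exon 7 inclusion puts luciferase in frame. Cells were seeded at 2000 cells/well, attached for 10-12 hours, then exposed to compounds for 30-36 hours at 37C before ONE-Glo luminescence.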
NPSR antagonist = blocks cAMP signaling of the human neuropeptide S receptor | Potency, µM (series often up to 38.3 µM), for the others: at the highest dose activity change, negative = inhibition, usual class: inhibitors | CHO-NPSR cells, cAMP TR-FRET, antagonist mode | Q6W5P4 | 1% of 220,000 active | AID 1461; note: % is set by controls: 0 for no effect and ±100 for the full control effect; nearly all actives have a fitted effect of over 50% in size; many of its hits are not listed in these tables
Target sequence (Q6W5P4 whole entry, looked up): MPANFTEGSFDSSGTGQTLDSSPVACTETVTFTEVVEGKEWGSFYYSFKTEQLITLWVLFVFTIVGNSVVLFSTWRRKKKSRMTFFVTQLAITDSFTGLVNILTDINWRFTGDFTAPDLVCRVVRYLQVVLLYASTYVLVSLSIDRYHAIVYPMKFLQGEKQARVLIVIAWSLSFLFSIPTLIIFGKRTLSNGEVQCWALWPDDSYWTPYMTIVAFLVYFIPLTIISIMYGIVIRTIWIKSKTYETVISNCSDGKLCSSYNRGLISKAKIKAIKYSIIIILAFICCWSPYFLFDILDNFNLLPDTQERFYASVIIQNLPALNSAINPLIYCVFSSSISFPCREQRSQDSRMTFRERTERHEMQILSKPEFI
KinaseGlo FLuc = blocks Kinase-Glo luciferase, a counter-screen artifact; Q27757; Kinase-Glo luciferase, ATP luminescence, 8 min; Potency, µM (titrated, usually from 38.3 µM), inactives show at the highest dose activity change, negative = inhibition, most hits filed as inhibitors; 0.28% of 200,000 active; note: % is set by controls: 0 for no effect and ±100 for the full control effect; nearly all actives have a fitted effect of over 60% in size
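Compound is pinned into ATP-containing buffer (10 uM ATP, imidazole pH 7.2, 7 mM MgCl2). Kinase-Glo luciferase reagent is then added. Light output is recorded following an 8-min room-temperature incubation.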
IMPase Li inh = IMPase inhibition in cells with lithium potentiation; 0.35% of 210,000 active; CHO-M1 cells, IP1 TR-FRET (IP-One), carbachol + lithium; Potency, µM (titrated, usually from 59.4 µM), without a hit: at the top dose activity, negative = IMPase inhibition, actives largely listed as inhibitors;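 note: IP1 builds up when IMPase is blocked and the TR-FRET signal falls; plate controls were basal vehicle for no effect and high inhibitor control for full effect; nearly all actives have a fitted effect of over 50% in size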
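IP1 accumulation measured by competitive TR-FRET in lysed CHO-M1 cells after 30 min compound exposure at 37C, with a small lithium addition to potentiate weak responses. Hill-equation AC50 from ratio and donor-channel data.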
Epigenetic reg = derepresses silenced GFP reporter in murine cells. murine LDR cells, GFP reporter derepression, 30 h. Potency, µM (doses to about 53.9 µM), without a hit: at the top dose GFP activation, actives largely listed as activators. AID 1865. 0.2% of 280,000 active; note: % of control where 0% means no effect; nearly all actives have a fitted effect of over 60% in size
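In this reporter-derepression format, murine cells bearing a silenced integrated CMV-GFP locus incubate with test compound (30 h, 37 C), then are washed and imaged; fluorescent objects of 20–120 um count as induced cells.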
JMJD2E inh = inhibitors of human JMJD2E histone demethylase; B2RXH2; JMJD2E catalytic domain, FDH-coupled NADH fluorescence (FDH is formaldehyde dehydrogenase); Potency, µM (titrated, usually from 57.1 µM), without a hit: at the top dose activity change, negative = inhibition, usual class: inhibitors; 1.6% of 230,000 active; active = well fitted inhibition curve with a large enough effect, not every such curve was filed as active; inconclusive = small, poorly fitted or top-dose-only effect, or another doubt; inactive = no such curve, though single readings can be large or run the other way;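 note: 0% = wells with enzyme and -100% = buffer wells without enzyme; nearly all actives have a fitted effect of over 50% in size; many of its hits are not listed in these tables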
Target sequence (B2RXH2 1-337 limits assumed): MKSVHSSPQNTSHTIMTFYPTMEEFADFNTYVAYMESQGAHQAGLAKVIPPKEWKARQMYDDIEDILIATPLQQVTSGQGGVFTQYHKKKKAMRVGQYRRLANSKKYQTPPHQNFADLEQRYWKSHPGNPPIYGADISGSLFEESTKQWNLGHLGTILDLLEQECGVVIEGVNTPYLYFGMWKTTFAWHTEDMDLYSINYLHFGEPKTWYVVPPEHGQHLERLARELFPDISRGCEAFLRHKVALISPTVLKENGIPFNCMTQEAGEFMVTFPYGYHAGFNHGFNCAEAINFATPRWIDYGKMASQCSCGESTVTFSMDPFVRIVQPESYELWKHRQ
* = called active by the depositor; i = inactive; ? = inconclusive; / = no result given; & = joins results of further samples; [ ] = dose if it differs, or a comment. Unless noted, calls come from the whole dose curve; as a rule, active = well fitted curve in the direction sought with a large enough effect; inconclusive = small, poorly fitted or top-dose-only effect, or another doubt; inactive = no such curve, though single readings can be large; an effect the other way counts as inactive or inconclusive. Potency is the fitted concentration of half-maximal effect. This is a subset; the hit share may differ from the screen's.

Preview, two compounds:
SMILES	GoLoco inh red	RECQ1 helicase	SMN2 splice up	NPSR antagonist	KinaseGlo FLuc	IMPase Li inh	Epigenetic reg	JMJD2E inh
C=CCCN([C@@H](C)C(=O)OC)S(=O)(=O)c1ccccc1Br	3%	i	/	-1%	/	/	1.1%	1%
CC(C)CC(c1nnnn1Cc1ccc(F)cc1)N1CCC(C(N)=O)CC1 (stereo not given)	11%	i	-5%	-12%	-1%	11%	-1.1%	3%

Results, from the start:
SMILES	GoLoco inh red	RECQ1 helicase	SMN2 splice up	NPSR antagonist	KinaseGlo FLuc	IMPase Li inh	Epigenetic reg	JMJD2E inh
C=CCCN([C@@H](C)C(=O)OC)S(=O)(=O)c1ccccc1Br	3%	i	/	-1%	/	/	1.1%	1%
CC(C)CC(c1nnnn1Cc1ccc(F)cc1)N1CCC(C(N)=O)CC1 (stereo not given)	11%	i	-5%	-12%	-1%	11%	-1.1%	3%
CCN(Cc1cc(=O)n2ccsc2n1)Cc1nc2ccccc2c(=O)[nH]1	6%	-1%	4%	10%	1%	4%	-0.2%	?
O=C(COc1ccccc1[N+](=O)[O-])Nc1ccc(Br)cc1	-4%	3%	/	-4%[7.67 µM]	/	/	0.3%	-3%
S=C1SCN(Cc2ccccn2)CN1Cc1ccco1	5%	i	-28%	?	-2%	3%[38.3 µM]	?	-12%
Cc1cc(C)cc(C(=O)O/N=C(\N)c2ccc(Br)cc2)c1	3%	-10%	15%	-14%[46.1 µM]	-3%	0%[38.3 µM]	-1.0%	0%
O=C(Cn1c(=O)n(CC2CCCO2)c(=O)c2ccccc21)N1CCN(c2ccccc2)CC1 (stereo not given)	7%	-4%	25%	-17%[46.1 µM]	-2%	30%[38.3 µM]	-1.1%	8%
Cc1cccc(N(CC(=O)NC(C)(C)C)C(=O)CNC(=O)c2cccs2)c1C	7%	-3%	/	14%	/	/	0.0%	4%
O=C(COc1ccccc1Cl)NC(=O)NC1CCCC1	1%	-15%	-10%	-3%[46.1 µM]	-1%	14%[38.3 µM]	-0.9%	-3%
O=[N+]([O-])c1cccc(CSc2nc3ccccc3[nH]2)c1	2%	-14%	-15%[1.84 µM]	-6%	-1%	6%	-0.9%	4%
COc1ccc(/C=C/C(=O)O)cc1S(=O)(=O)N1CCC(C)CC1	2%	-16%	/	-8%	/	/	0.0%	-2%
COc1ccc(-c2nc3scc(-c4ccccc4)n3n2)cc1	3%	-7%	?	-26%[46.1 µM]	-3%	23%[38.3 µM]	0.9%	-8%
S=c1[nH]nc(-c2cccs2)n1/N=C/c1cccs1	7%	-4%	-4%	-22%	3%	-7%	-2.7%	-18%
CCOC(=O)Nc1c2ccccc2nc2ccccc12	3%	-1%	/	27%	/	/	-1.0%	?
Cc1cc(OC(=O)c2cc(Cl)nc3ccccc23)ccc1Cl	-2%	-6%	10%	-16%[46.1 µM]	-1%	57%[activator][38.3 µM]	0.0%	0%
O=C1CC(c2ccccc2)CN1C(=O)c1ccccc1 (stereo not given)	-7%	-5%	-2%	-28%[7.67 µM]	0%	-21%[38.3 µM]	-7.4%	-3%
C=CCN(c1cccc(C(F)(F)F)c1)S(=O)(=O)c1cccc(C(=O)OCC(=O)Nc2ccccc2)c1	5%	1%	-11%	-28%	8%	12%	3.7%	6%
CCCCC1CC1C(=O)Nc1ccc(OC)c(OC)c1 (stereo not given)	16%	-2%	-15%	-6%[46.1 µM]	0%	19%[38.3 µM]	-0.8%	0%
CNC(=O)COC(=O)/C=C/c1ccc(F)cc1	7%	-13%	3%	-1%	-3%	2%	-9.3%	2%
CC(C)C(=O)N(Cc1ccccc1)c1ccccn1	8%	15%	-19%	6%[46.1 µM]	-6%	30%[activator][38.3 µM]	0.7%	3%
COc1ccc(C(C)NC(=O)c2ccccc2)cc1 (stereo not given)	-5%	0%	-7%	-3%[46.1 µM]	-2%	28%[38.3 µM]	-1.0%	7%
CC(=O)Cc1nsc(NC(=O)c2ccc(-c3ccc(Cl)cc3Cl)o2)n1	-5%	i	-2%	-14%[46.1 µM]	-4%	-8%[38.3 µM]	-1.4%	?
O=C(CSc1nnc(CCc2nc3ccccc3[nH]2)n1-c1ccccc1)NCc1ccco1	-19%	9%	15%	-5%[46.1 µM]	0%	16%[38.3 µM]	-0.1%	10%
COc1ccc(CSc2nc3ccccc3c(=O)[nH]2)cc1F	3%	i	-23%	-11%	1%	7%	-0.5%	-5%
CCOC(=O)C1(CC2CCCCO2)CCN(Cc2nc(-c3cccs3)oc2C)CC1 (stereo not given)	7%	-3%	/	4%	/	/	-1.7%	?
CCN(CC(=O)NC1CCS(=O)(=O)C1)Cc1nc2c(Br)cc(Br)cc2c(=O)[nH]1 (stereo not given)	-11%	-4%	-14%	-15%	-1%	-19%	1.1%	-7%
Cc1ccc(NC(=O)CCSc2ccccc2)c(C)c1	8%	10%	6%	0%	3%	4%	-3.5%	4%
FC(F)Oc1cccc2cccnc12	11%	-2%	0%	-2%[46.1 µM]	1%	-11%	-0.8%	-1%
O=C(O)C1CC=CCC1C(=O)c1ccccc1 (stereo not given)	2%	-5%	14%	-2%[46.1 µM]	18%	25%[38.3 µM]	-2.9%	9%
CC(C)CCNC(=O)NC(=O)CSc1nnc(-c2ccccc2F)n1N	8%	1%	-15%	-6%[46.1 µM]	-2%	7%[38.3 µM]	0.0%	6%
Cc1cc(C)n2c(SCC(=O)N(CC(C)C)c3c(N)n(CC(C)C)c(=O)[nH]c3=O)nnc2n1	13%	-6%	18%	6%	-3%	4%	0.5%	?
CCOC(=O)Cc1cnc(NC(=O)CSc2nc(N)cc(=O)[nH]2)s1	6%	-24%	-2%	10%	-1%	7%	2.3%	1%
CCOC(=O)Cc1csc(NC(=O)CSc2nnc(-c3ccc(F)cc3)o2)n1	-5%	i	-7%	-12%[46.1 µM]	12%	-4%[38.3 µM]	1.5%	0%
COc1ccc(-n2nc(C(=O)O)nc2-c2ccccc2)cc1	-11%	i	/	-12%[46.1 µM]	20%	30%[38.3 µM]	1.0%	8%
C#CCOC(=O)[C@H](N)CC(N)=O	2%[14.2 µM]	/	-12%[9.22 µM]	/	-5%[7.66 µM]	-1%	/	/
NC(=O)CC12CC3CC(C1)CC(CC(N)=O)(C3)C2	4%	i	3%	-7%[46.1 µM]	-3%	13%[38.3 µM]	2.8%	6%
CCOC(=O)C1=C(O)/C(=C\c2cccc(OC)c2)N=C1C	-2%	-4%	-11%	-16%[46.1 µM]	-4%	8%[38.3 µM]	-2.1%	11%
O=C(N/N=C/c1ccccc1[N+](=O)[O-])c1ccc2nc[nH]c2c1	-14%	9%	/	18%	/	/	2.0%	10%
O=C(CN1C(=O)CSc2ccccc21)N1CCc2ccccc21	4%	-4%	-7%	-16%[46.1 µM]	-3%	17%[38.3 µM]	0.0%	1%
COc1ccc(NC(=O)c2cc(=O)[nH]c(=O)[nH]2)cc1S(=O)(=O)Nc1ccccc1Cl	6%	0%	0%	8%	1%	-3%	0.0%	-9%
Cn1cccc1Cc1nnc(SCC(=O)Nc2ccc3c(c2)OCCO3)n1-c1ccc(F)cc1	0%	?	-11%	-10%	6%	-1%	-1.0%	-10%
Cc1cc(NC(=O)CCCSc2nc(-c3ccco3)cc(C(F)(F)F)n2)no1	10%	i	8%	-7%[46.1 µM]	2%	-17%[38.3 µM]	-1.7%	-10%
CC1CCN(C(=O)CC#N)CC1	8%	-7%	/	8%[7.67 µM]	/	/	-0.3%	0%
CC1(C)Cc2ccccc2-c2nnc(-c3ccco3)n21	16%	-8%	17%	1%[46.1 µM]	15%	14%[38.3 µM]	-1.0%	3%
CC(=O)N(OCc1ccc(OC(C)C)c(Cl)c1)C(C)=O	7%	-1%	/	7%	/	/	0.2%	0%
CCO[C@@H]1OC(C(=O)NC2CC2)=C[C@H](c2csc3ccccc23)[C@H]1CCCO	-2%	-1%	/	3%	/	-2%	-2.9%	-4%
COc1ccc(N2CN=C3SCC(=O)N3C2)cc1	-10%	-5%	19%	-16%[46.1 µM]	1%	-2%	0.0%	0%
CCOC(=O)C(CC)Sc1nnc2c3cc(C)ccc3n(C)c2n1 (stereo not given)	22%	-3%	-13%	-28%[46.1 µM]	5%	-2%[38.3 µM]	-0.7%	-1%
O=c1c2c3c(sc2nc2n1CCCCC2)CCCCC3	-3%	-1%	11µM*	-3%[46.1 µM]	-3%	39%[activator][38.3 µM]	6.9%	-4%
O=C(CCCOc1ccccc1)NCCc1nc2ccccc2[nH]1	12%	-4%	/	1%	-5%	0%	3.4%	7%

(next part)
SMILES	GoLoco inh red	RECQ1 helicase	SMN2 splice up	NPSR antagonist	KinaseGlo FLuc	IMPase Li inh	Epigenetic reg	JMJD2E inh
CC(Oc1ccccc1)C(=O)N1CCN=C1SCc1cccc(F)c1 (stereo not given)	1%	-1%	/	-40%	/	/	4.6%	-1%
COc1ccc(/C=N\NS(=O)(=O)c2ccc(Br)cc2)cc1COc1ccccc1[N+](=O)[O-]	5%	-2%	-24%	-20%[46.1 µM]	8%	8%	0.0%	3%
CCCn1c(=O)c2[nH]c(-c3ccc(OCC(=O)Nc4ccc(C#N)cc4)cc3)nc2n(CCC)c1=O	8%	-3%	-4%	?	-4%	-8%	1.1%	?
COCCNC(=O)Cn1c(=O)n(Cc2ccc(C(=O)NCCc3ccc(OC)c(OC)c3)cc2)c(=O)c2ccccc21	-4%	-1%	20%&-1%	-1%	1%	-5%	-0.5%&-0.4%	-10%
Cc1c(Cl)cccc1NC(=S)NCCC(C)C	-2%	-3%	7%	-7%[46.1 µM]	2%	-5%	0.0%	?
Cc1ccc(C(=O)Nc2ccc(N3CCN(S(C)(=O)=O)CC3)cc2)cc1	2%	-3%	6%	-8%[46.1 µM]	19%	34%[38.3 µM]	-0.8%	-15%
Cc1ccc(S(=O)(=O)Nc2nc3ccc(S(=O)(=O)N4CCCC4)cc3s2)cc1	13%	i	?	-17%[46.1 µM]	-1%	-7%[38.3 µM]	-1.1%	-4%
Cn1ncc(C#N)c1NC(=O)C1CC(c2ccc(Cl)cc2)=NO1 (stereo not given)	8%	-13%	5%	5%[46.1 µM]	-2%	-35%[38.3 µM]	1.9%	8%
Cc1ccc(OCC(=O)Nc2cnn(CCCC(=O)O)c2)c([N+](=O)[O-])c1	-2%	i	/	22%	/	-6%	-0.2%	5%
